# Screening data: PubChem BioAssay, National Center for Advancing Translational Sciences (NCATS)
# GALK inh = blocks human galactokinase activity. Purified GALK, Kinase-Glo residual ATP luminescence. Potency, µM (titrated, usually from 57.5 µM), inactives show at the top dose activity change, negative = inhibition, actives largely listed as inhibitors. 270,000 tested, 0.007% active; further: potency means the concentration at half of the fitted maximal effect; on the % scale 0 is the no-effect control and ±100 the full control effect
#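 Galactose (100 uM) and ATP (35 uM) were turned over by 5 nM GALK for 1 h at RT. Kinase-Glo Plus then converted the remaining ATP into a luminescent signal.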
# USP2a block = blocks human ubiquitin-specific protease USP2a; USP2 core, Ub-CHOP2 coupled fluorogenic reporter, 485/531; Potency, µM (series often up to 38.3 µM), inactives show top-dose activity change, negative = inhibition, most hits filed as inhibitors; 330,000 tested, 0.01% active; AID 463254;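 further: potency means the concentration at half of the fitted maximal effect; plate controls were DMSO wells for no effect and full inhibition by NEM control for full effect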
#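 Cell-free coupled assay: 10nM USP2 core preincubated 30min RT with compound in Tris-HCl pH 8.0/CaCl2/CHAPS buffer, then 25nM Ub-CHOP2 and 25nM reporter substrate; fluorescence (Ex 485/Em 531) read after 60min RT, normalized to NEM inhibition, concentration-response curves fitted.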
# Mito fusion yeast = blocks mitochondrial division or promotes mitochondrial fusion | S. cerevisiae fusion-defective mutant growth rescue, CellTiterGlo 48 h | Potency, µM (series often up to 46.1 µM), without a hit: at the top dose growth rescue (activation), actives largely listed as activators | 320,000 tested, 0.23% active | AID 485298;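 further: potency means the concentration at half of the fitted maximal effect; % of control where 0% means no effect; nearly all actives have a fitted effect of over 45% in size; temperature-sensitive fusion mutants such as fzo1-1 at 37 °C on non-fermentable ethanol glycerol medium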
#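 S. cerevisiae fusion-defective temperature-sensitive mutants (e.g. fzo1-1, mgm1-5) grown 48 h at 37C in YPEG (ethanol/glycerol non-fermentable) medium with 23 nl compound per well; growth rescue read as CellTiterGlo luminescence.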
# TSHR antag = antagonists of human thyroid stimulating hormone receptor; activity change, negative = inhibition, % at 11.5 µM; TSHR-expressing cells, TSH-stimulated cAMP HTRF, 2 h; hits give low values; 330,000 tested, 0.2% active;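 active means activity change below a set negative limit, meaning inhibition stronger than a set level, cut at about -70% in these data; inconclusive means activity change between two set negative limits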; further: on the % scale 0 is the no-effect control and ±100 the full control effect
#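 TSHR-expressing cells were treated with compounds, then stimulated with TSH at EC80 (4nM final) for 2 hours at 37 deg C. Cellular cAMP was measured by HTRF competition between lysate cAMP and cAMP-d2 for a cryptate-labelled anti-cAMP antibody.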
# Chronic BCR inh = inhibitors of chronic active B-cell receptor signaling; ABC-DLBCL IkBa-CBG/CBR reporter, luminescence ratio, 4 h; Potency, µM (doses to about 46.1 µM), for the others: at the top dose ratio change, negative = lower green/red ratio, usual class: inhibitors; 340,000 tested, 0.05% active; active means well fitted inhibition curve with a large enough effect in the signal ratio, with a control signal flat, not every such curve was filed as active; inconclusive means small, poorly fitted or top-dose-only effect, or effect the other way, or a change in a side signal; the % refers to the signal ratio;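 further: potency means the concentration at half of the fitted maximal effect; plate controls were basal doxycycline-induced cells for no effect and cells given 10 µM MG132 for full effect; MG132 reads +100%, hits lower the ratio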
#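 Doxycycline induced both beetle luciferases in TMD8 lymphoma cells; IKK-driven degradation limits the IkappaBalpha-fused green signal, while red luminescence normalises for cell number and nonspecific effects. Compounds tested up to 46 uM, 4 hrs.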
# Menin-MLL TR inh = displaces Texas Red mutant MLL peptide from human menin; O00255; Menin + Texas Red MLL mutant peptide, fluorescence polarization; Potency, µM (titrated, usually from 61.6 µM), without a hit: at the highest dose FP activity change, negative = inhibition, hits mostly inhibitors; 270,000 tested, 0.23% active; AID 1768; active means well fitted inhibition curve with a large enough effect in the polarisation, with a control signal flat, not every such curve was filed as active; inconclusive means small, poorly fitted or top-dose-only effect, or effect the other way, or a change in a side signal; inactive means no such curve, though single readings can be large or run the other way; the % refers to the polarisation; further: potency means the concentration at half of the fitted maximal effect; % of control where 0% means no effect; many of its hits are not listed in these tables
# PKM2 activator = activators of human pyruvate kinase M2. P14618. purified PKM2, Kinase-Glo ATP luminescence, activation; response scale: 0% is enzyme alone, no compound. Potency, µM (doses to about 57.5 µM), without a hit: top-dose activation, actives largely listed as activators. 260,000 tested, 0.34% active. AID 1631; further: potency means the concentration at half of the fitted maximal effect; on the % scale 0 is the no-effect control and ±100 the full control effect; nearly all actives have a fitted effect of over 55% in size
#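 ATP formation by purified human PK-M2, quantified via coupled luciferase luminescence after 1 h at room temperature with 0.1 mM ADP and 0.5 mM PEP final.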
# ASM inhibitor = human S-ASM enzyme inhibition; P17405; Potency, µM (top dose mostly 57.5 µM), for inactives: at the highest dose activity change, negative = inhibition, usual class: inhibitors; 340,000 tested, 0.006% active; AID 504937; placental ASM, HMU-PC fluorogenic substrate, 60 min; further: potency means the concentration at half of the fitted maximal effect
#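 Fluorogenic HMU-PC substrate (9 uM final) is turned over by placental ASM in 60 min at 37 C after a 10 min compound preincubation. Reaction ended by alkaline stop (pH 10), with fluorescence read at 386/447 nm.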
# MBNL1 CUG block = blocks human MBNL1 binding to CUG repeat RNA; 280,000 tested, 0.036% active; Q9NR56; TR-FRET MBNL1-His/biotin-(CUG)12 binding, 665/545 ratio; Potency, µM (series often up to 57.5 µM), inactives show at the top dose activity change, negative = inhibition, usual class: inhibitors; active means well fitted inhibition curve with a large enough effect in the signal ratio, with a control signal flat, not every such curve was filed as active; inconclusive means small, poorly fitted or top-dose-only effect, or effect the other way, or a change in a side signal; inactive means no such curve, though single readings can be large or run the other way; the % refers to the signal ratio; further: potency means the concentration at half of the fitted maximal effect; on the % scale 0 is the no-effect control and ±100 the full control effect
# Target sequence (Q9NR56 whole entry, looked up): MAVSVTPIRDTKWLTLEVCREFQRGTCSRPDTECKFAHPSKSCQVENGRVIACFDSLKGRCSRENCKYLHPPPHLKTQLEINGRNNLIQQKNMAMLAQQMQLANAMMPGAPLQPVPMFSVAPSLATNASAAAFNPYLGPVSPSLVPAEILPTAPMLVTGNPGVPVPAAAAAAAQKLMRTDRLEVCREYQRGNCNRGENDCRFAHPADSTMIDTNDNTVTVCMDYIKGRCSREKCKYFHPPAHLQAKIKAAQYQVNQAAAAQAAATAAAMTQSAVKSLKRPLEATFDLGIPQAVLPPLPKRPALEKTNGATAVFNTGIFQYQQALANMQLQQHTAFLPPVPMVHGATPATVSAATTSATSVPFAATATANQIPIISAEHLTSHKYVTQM
#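 MBNL1-His + Biotin-(CUG)12, cpd titration 92 nM–58 uM; Tb anti-His Ab 0.055 ng/ul, SA-XL665 5 nM (final); 60 min RT; ratiometric 665/545 nm, Ex 340 nm; normalized to buffer and full-complex controls.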
# hERG WT inh = blocks the wildtype human KCNH2 potassium channel. Q12809. U2OS, BacMam KCNH2, thallium flux FluxOr; hits give low values. activity change, % at 1.84 µM. 340,000 tested, 0.37% active. AID 720551;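 active means maximum activity change below -70%; inconclusive means maximum activity change between -70% and -50%; inactive means maximum activity change above -50%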; further: on the % scale 0 is the no-effect control and ±100 the full control effect
#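 U2OS cells transduced with wild-type KCNH2 virus are loaded with FluxOr dye for 45 min, and thallium flux is measured in kinetic reads before and after stimulation buffer. Rate constants are normalized to DMSO controls.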
# Eya2 phos inh = blocks the phosphatase activity of human Eya2; O00167; 330,000 tested, 0.006% active; recombinant Eya2, OMFP fluorescence dephosphorylation (OMFP is methylfluorescein phosphate); Potency, µM (doses to about 76.9 µM), inactives show at the top dose activity, negative = inhibition, actives largely listed as inhibitors; further: potency means the concentration at half of the fitted maximal effect; on the % scale 0 is the no-effect control and ±100 the full control effect
# Target sequence (O00167 whole entry, looked up): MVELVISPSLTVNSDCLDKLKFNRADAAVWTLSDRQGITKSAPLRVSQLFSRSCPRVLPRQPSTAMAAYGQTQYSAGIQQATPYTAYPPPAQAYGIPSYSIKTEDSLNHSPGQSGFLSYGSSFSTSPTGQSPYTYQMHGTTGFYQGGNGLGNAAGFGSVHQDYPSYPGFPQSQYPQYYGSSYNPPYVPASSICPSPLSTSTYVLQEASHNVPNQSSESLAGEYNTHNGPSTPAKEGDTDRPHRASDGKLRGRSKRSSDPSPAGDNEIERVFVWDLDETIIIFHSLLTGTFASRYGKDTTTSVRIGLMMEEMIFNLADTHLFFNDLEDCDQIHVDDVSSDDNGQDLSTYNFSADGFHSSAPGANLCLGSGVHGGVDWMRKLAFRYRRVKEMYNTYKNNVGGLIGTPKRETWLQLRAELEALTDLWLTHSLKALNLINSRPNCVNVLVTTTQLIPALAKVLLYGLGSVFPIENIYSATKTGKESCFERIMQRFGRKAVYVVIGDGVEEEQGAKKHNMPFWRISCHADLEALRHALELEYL
#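 Eya2 protein (added as 0.2 uM solution) was preincubated with compound for 10 min at ambient temperature in 50 mM HEPES pH 7.5, 50 mM NaCl, 5 uM MgCl2, 0.05% BSA, 1 mM DTT. OMFP (added at 50 uM) then reacted 10 min; fluorescence read at 485/525 nm.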
# An asterisk follows results filed as active; ? = inconclusive; . = not tested or not shown; [ ] = another dose, or the depositor's remark. Unless noted, the call rests on the fitted dose curve; in most records, active means well fitted curve in the direction sought with a large enough effect; inconclusive means small, poorly fitted or top-dose-only effect, or another doubt; inactive means no such curve, though single readings can be large; an effect the other way counts as inactive or inconclusive.
# The line under a structure holds: GALK inh	USP2a block	Mito fusion yeast	TSHR antag	Chronic BCR inh	Menin-MLL TR inh	PKM2 activator	ASM inhibitor	MBNL1 CUG block	hERG WT inh	Eya2 phos inh
> CCOC(=O)c1c(C)c(C(=O)NCc2ccc3c(c2)OCO3)c(C)n1CC
  .	1%	3%	6	-2%	-2%	-17%	1%	-18%	13	-2%
> Cc1ccc(-n2c(C)c3c(C)nnc(C)c3c2C)cc1N
  -1%	0%	1%	-1	-7%	?	12%	8%	?	5	4%
> O=C(CSc1nc(=O)n2cc(Cl)ccc2n1)Nc1ccc2c(c1)OCCO2
  .	-6%	2%	-5	?	.	.	-1%	.	0	-5%
> COc1ccc(C(=O)Nc2ccccc2C(=O)NCCN2CCOCC2)cc1OC
  5%	2%	-1%	0	0%	-28%	-14%	5%	2%	2	4%
> O=C(CN1CCN(Cc2ccccc2)CC1)Nc1cccc(C(F)(F)F)c1
  1%	2%	5%	13	1%	-2%	-2%	4%	-7%	93	3%
> O=C(COC(=O)c1ccc(Cl)nc1)Nc1ccc(S(=O)(=O)N2CCCC2)cc1
  -2%	1%	-3%	0	0%	11%	-9%	-1%	-4%	1	-6%
> N#Cc1ccc(-c2csc(NC(=O)/C=C/c3cccs3)n2)cc1
  0%	5%	8%	-38	4%	?	-3%	5%	.	-4	-9%
> CCCCOc1ccc(C(=O)N/C(=C\c2cccc([N+](=O)[O-])c2)C(=O)OCCC)cc1
  3%	-3%	-1%	10	-1%	11%	-1%	-3%	-6%	-8	-2%
> O=C(CNC(=O)c1ccccc1)OCC(=O)c1ccc(Cl)s1
  .	1%	-1%	1	?	.	.	-3%	.	-2	-12%
> c1ccc(OCCOCCN2CCc3ccccc3C2)cc1
  0%	5%	4%	0	5%	-5%	6%	4%	.	10	2%
> Cc1cc(=O)oc2c(C)c(OC(C)C(=O)NCCCN3CCCC3=O)ccc12 (stereo not drawn)
  0%	-1%	4%	-5	0%	8%	.	4%	-3%	8	?
> COc1ccc(C(=O)CSc2nn3c(=O)c(C(C)(C)C)nnc3s2)cc1
  -4%	-1%	0%	-20	11%	1%	-1%	-10%	?	18	13%
> Cc1ccc(C2=NN(C(=O)CSc3nccn3C)C(c3ccco3)C2)cc1 (stereo not drawn)
  -1%	-1%	4%	-15	2%	-25%	6%	-1%	13%	1	-1%
> CC(C)Sc1nc2c(c(=O)[nH]c(=O)n2C)n1Cc1ccc(Cl)cc1
  -2%	-9%	1%	12	-1%	?	-8%	-7%	11%	12	4%
> CCN=C1SC(C(=O)Nc2ccc(OC)cc2)CC(=O)N1CC (stereo not drawn)
  8%	0%	-3%	15	-2%	-5%	-13%	0%	-8%	1	-20%
> Cc1csc2nc(CNS(=O)(=O)c3ccc4c(c3)OCCO4)cn12
  3%	1%	2%	-5	3%	-16%	-1%	-1%	-1%	0	-27%
> Cc1ccc2c(=O)[nH]c(Nc3nc(C)cc(-c4ccccc4)n3)nc2c1
  1%	1%	4%	12	?	.	-4%	0%	-6%	6	-14%
> O=S(=O)(N1CCCCCC1)N1CCN(S(=O)(=O)N2CCOCC2)CC1
  0%	1%	-2%	-3	-1%	8%	-2%	7%	?	-1	-32%
> Cc1ccc(OCCCN2C(=O)C(=O)c3cccc(C)c32)cc1
  -8%	2%	4%	4	9%	3%	-3%	-13%	?	6	-7%
> CC(=O)c1ccccc1OCCn1nnc(-c2ccc(C)cc2)n1
  -1%	-1%	21%	-10	-21%	10%	-8%	-4%	1%	-8	-11%
> O=C(CSc1ncn[nH]1)NCc1ccccc1Cl
  -1%	0%	-3%	16	-20%	6%	-7%	13%	-7%	-6	-9%
> COC(=O)c1cc(COC(=O)c2ccc3ccccc3n2)oc1C
  -4%	1%	-6%	-2	1%	-29%	-6%	-3%	?	-16	-16%
> CCOc1cccc(C(=O)NC(=S)Nc2ccc3c(c2)OCCO3)c1
  0%	2%	-2%	7	?	1%	-10%	24%	-3%	-10	-13%
> COc1cc(/C=N/NC(=S)NCCN2CCOCC2)cc(OC)c1O
  1%	3%	1%	-13	?	-3%	3%	.	.	-4	-5%
> Cc1ccc2[nH]c(=O)c(CN(CCCN(C)C)C(=O)Nc3cccc(Cl)c3)cc2c1
  1%	0%	-4%	-4	-6%	-2%	2%	-5%	7%	26	-7%
> O=C(Nc1ccc(F)cc1)N1CCN(c2ccc3nnc(-c4ccc(F)cc4)n3n2)CC1
  1%	-2%	0%	2	?	16%	1%	?	5%	3	3%
> O=C(COC(=O)c1ccc([N+](=O)[O-])o1)NCc1ccc2c(c1)OCO2
  .	-12%	.	45	-6%	.	.	-1%	.	-4	0%
> C=CCSc1nnc(NC(=O)C2=COCCO2)s1
  .	0%	-1%	-2	?	.	.	5%	.	-1	4%
> NS(=O)(=O)c1ccc(CCNC(=S)NC2CCCC2)cc1
  0%	-2%	-1%	-8	?	22%	-4%	-5%	-7%	-15	4%
> O=C(Nc1ccc(S(=O)(=O)N2CCOCC2)cc1)c1ccc(CN2CCc3ccccc3C2)cc1
  -4%	2%	8%	-20	-11%	44%[activator]	0%	-2%	-23%	-8	-1%

# Profiles as entered above. Screens in order: GALK inh | USP2a block | Mito fusion yeast | TSHR antag | Chronic BCR inh | Menin-MLL TR inh | PKM2 activator | ASM inhibitor | MBNL1 CUG block | hERG WT inh | Eya2 phos inh
# O=C(COC(=O)c1ccc([N+](=O)[O-])o1)NCc1ccc2c(c1)OCO2 is listed with . | -12% | . | 45 | -6% | . | . | -1% | . | -4 | 0%
# Cc1cc(=O)oc2c(C)c(OC(C)C(=O)NCCCN3CCCC3=O)ccc12 (stereo not drawn) is listed with 0% | -1% | 4% | -5 | 0% | 8% | . | 4% | -3% | 8 | ?
# CC(=O)c1ccccc1OCCn1nnc(-c2ccc(C)cc2)n1 is listed with -1% | -1% | 21% | -10 | -21% | 10% | -8% | -4% | 1% | -8 | -11%
# Cc1ccc2c(=O)[nH]c(Nc3nc(C)cc(-c4ccccc4)n3)nc2c1 is listed with 1% | 1% | 4% | 12 | ? | . | -4% | 0% | -6% | 6 | -14%
# O=C(CNC(=O)c1ccccc1)OCC(=O)c1ccc(Cl)s1 is listed with . | 1% | -1% | 1 | ? | . | . | -3% | . | -2 | -12%

# Next section
# The line under a structure holds: GALK inh	USP2a block	Mito fusion yeast	TSHR antag	Chronic BCR inh	Menin-MLL TR inh	PKM2 activator	ASM inhibitor	MBNL1 CUG block	hERG WT inh	Eya2 phos inh
> COc1ccccc1N1CCN(C(=O)C(C)NC(=O)c2cccc([N+](=O)[O-])c2)CC1 (stereo not drawn)
  -1%	0%	9%	-8	-5%	5%	.	-4%	?	12	-1%
> Cc1cc(C)cc(N(CCC(=O)O)S(=O)(=O)c2ccc(Cl)cc2)c1
  2%	3%	-2%	-4	1%	-1%	-1%	9%	-1%	-4	5%
> Cc1cccc(NC(=O)Cc2ccc(NC3=NC4CS(=O)(=O)CC4S3)cc2)c1 (stereo not drawn)
  .	6%	0%	0	7%	-8%	-2%	2%	4%	-2	-5%
> O=C(Nc1cccnc1)c1ccccc1NS(=O)(=O)c1ccc(F)cc1
  4%	0%	7%	-10	8%	15%	-2%	7%	-11%	-20	-2%
> C(=N\N=C\c1ccccn1)/c1ccccn1
  -2%	3%	6%	-1	?	-6%	.	1%	21%	11	-2%
> Cc1ccc(C)c(CSc2nc3[nH]ncc3c(=O)[nH]2)c1
  14%	-3%	14%	-4	-20%	8%	1%	0%	-7%	16	-13%

# A portion of the library. The share of hits here may be higher or lower than overall.
